Compound activity: PubChem, several laboratories
MEKK2 mut-MEK5: MEK5 binding signal on mutant MEKK2 PB1, primary screen, biochemical, multiplex bead flow cytometry, Alexa488-MEK5; Alexa488-MEK5 binding to MEKK2 mutant; percent response, % at 10 µM; 290,000 tested, 0.35% active; in the data active = percent response above about 24%, passing the limit was not always enough; note: inactives centre near 1; some results filed as inactive read as strong as hits
MEKK2 WT-MEK5: modulators of MEK5 binding to wildtype MEKK2, primary screen, biochemical, multiplex bead flow cytometry, Alexa488-MEK5; Alexa488-MEK5 binding to MEKK2 WT; actives lie on both sides; Mitogen-activated protein kinase kinase kinase 2 (Homo sapiens), Q9Y2U5; 290,000 tested, 1.1% active; AID 1531, 2009; binding response (% of control), % at 10 µM; in the data active = binding response below about 67% or above about 130%
M18AAP inhibitor: PfM18AAP inhibitors, malaria aminopeptidase, primary screen, biochemical, QFRET, recombinant enzyme | M18 aspartyl aminopeptidase (Plasmodium falciparum 3D7) | H-Glu-NHMec fluorogenic cleavage | inhibition, % at 7.35 µM | 290,000 tested, 1.2% active;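 active = inhibition above the campaign mean inhibition over all tested compounds plus 3 SD, cut at about 28% in these data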;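 note: 0% = plate median of test compound wells and 100% = 2 mM ZnCl2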
GPR7 antagonist: GPR7 receptor antagonists, primary screen, cell-based, fluorescence, single concentration; Neuropeptides B/W receptor type 1 (Homo sapiens), P48145; GPR7-expressing cells, fluorescence antagonist assay; inhibition, % at 4.4 µM; 290,000 tested, 1.1% active; AID 1861, 2009; in the data active = inhibition above about 16%, passing the limit was not always enough;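 note: cells stimulated with the agonist NPW; 0% = agonist with vehicle and 100% = vehicle without agonist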
Target sequence (P48145 whole entry, looked up): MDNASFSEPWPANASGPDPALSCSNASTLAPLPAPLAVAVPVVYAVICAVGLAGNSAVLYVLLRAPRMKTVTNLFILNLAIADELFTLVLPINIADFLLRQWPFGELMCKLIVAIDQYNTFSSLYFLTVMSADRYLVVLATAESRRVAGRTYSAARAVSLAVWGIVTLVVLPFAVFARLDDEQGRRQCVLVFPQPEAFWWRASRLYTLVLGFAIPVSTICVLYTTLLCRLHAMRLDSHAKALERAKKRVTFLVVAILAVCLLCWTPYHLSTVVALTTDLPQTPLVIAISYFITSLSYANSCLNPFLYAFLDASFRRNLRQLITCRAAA
NALP1 inh: NALP1 inflammasome inhibitors in reconstituted yeast, colorimetric, S. cerevisiae, triplicate retest; 280,000 tested, 0.61% active; S. cerevisiae NALP1/ASC/caspase-1 growth, X-gal OD620, 72 h; inhibition, % at 10 µM; in the data active = inhibition mostly above about 24%, no sharp cut-off; inactive = mostly below about 32%; note: some compounds called inactive have numbers as strong as hits
V1R ag counter: agonists of human V1a receptor, primary screen, counter-screen for OXTR agonist project, fluorescence, CHO-V1R cells | AID 2797, 2010 | Fluo-8 calcium fluorescence, agonist mode; 0% DMSO, 100% 3 nM vasopressin | activation, % at 3 µM | 320,000 tested, 0.25% active | Vasopressin V1a receptor (Homo sapiens), P37288;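 active = activation above the mean activation of all tested compounds plus 3 SD, per screening run, cut at about 20% in these data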;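 note: signal is peak over basal fluorescence ratio across a 100 second FLIPR read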
Target sequence (P37288 whole entry, looked up): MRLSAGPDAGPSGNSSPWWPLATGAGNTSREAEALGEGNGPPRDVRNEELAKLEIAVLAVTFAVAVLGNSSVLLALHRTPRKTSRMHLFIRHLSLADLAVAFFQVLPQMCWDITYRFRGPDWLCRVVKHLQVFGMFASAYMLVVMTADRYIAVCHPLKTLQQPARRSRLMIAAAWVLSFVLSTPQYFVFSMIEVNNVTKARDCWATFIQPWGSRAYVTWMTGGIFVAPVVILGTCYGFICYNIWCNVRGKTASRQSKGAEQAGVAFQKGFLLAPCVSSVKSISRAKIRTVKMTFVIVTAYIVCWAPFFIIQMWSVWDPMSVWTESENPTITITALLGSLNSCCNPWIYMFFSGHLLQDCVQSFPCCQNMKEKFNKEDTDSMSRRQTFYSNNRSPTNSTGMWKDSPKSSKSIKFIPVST
OXTR potentiate: human OXTR potentiators, primary screen, fluorescence, CHO-OTR cells, Fluo-8 calcium; Fluo-8 calcium fluorescence, potentiator mode; 0% = oxytocin EC15, 100% = EC100; activation, % at 3 µM; 320,000 tested, 0.061% active; AID 2445, 2010;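 active = activation above that plate's cutoff, the mean activation of tested compounds plus 3 SD, cut at about 6.6% in these data, passing the limit was not always enough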;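 note: 100% uses oxytocin at 75 nM as the full agonist control; some results filed as inactive read as strong as hits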
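System: human OTR in CHO cells / Also added: sub-maximal oxytocin, roughly EC15 / Control set: EC15 oxytocin low, 75 nM oxytocin high / Schedule: 6 min compound pre-incubation at room temperature, 100 s kinetic read / Compound: single-point 3.0 µM / Replication: singlicate / Technique: Fluo-8 calcium dye fluorescence / Read-out basis: % activation of max/min ratio relative to oxytocin controls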
OXTR agonist: human OXTR agonists, primary screen, fluorescence, CHO-OTR cells, Fluo-8 calcium; 320,000 tested, 0.32% active; AID 2435, 2010; Oxytocin receptor (Homo sapiens), P30559; activation, % at 3 µM; Fluo-8 calcium fluorescence; normalized: DMSO 0%, oxytocin 100%;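 active = activation above the mean of all tested compounds plus 3 SD, cutoff set per screening run, cut at about 20% in these data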;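 note: peak over basal fluorescence ratio from a 100 s FLIPR kinetic read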
GalR3 antag: GalR3 antagonists in HEK293 cells, primary screen, cell-based, fluorescence readout | inhibition, % at 3 µM | AID 651719, 2012 | HEK293 GalR3-CNG cAMP membrane potential fluorescence; galR3 body fused to GalR1 C-terminus | 360,000 tested, 0.44% active;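 active = inhibition above the screen-wide average plus 3 SD, cut at about 13% in these data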;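 note: forskolin and galanin both at EC90 stimulate the cells; cAMP rise reported by CNG channel membrane potential dye signal; 0% = forskolin plus galanin with DMSO and 100% = forskolin alone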
Target sequence (O60755 1-299 limits assumed): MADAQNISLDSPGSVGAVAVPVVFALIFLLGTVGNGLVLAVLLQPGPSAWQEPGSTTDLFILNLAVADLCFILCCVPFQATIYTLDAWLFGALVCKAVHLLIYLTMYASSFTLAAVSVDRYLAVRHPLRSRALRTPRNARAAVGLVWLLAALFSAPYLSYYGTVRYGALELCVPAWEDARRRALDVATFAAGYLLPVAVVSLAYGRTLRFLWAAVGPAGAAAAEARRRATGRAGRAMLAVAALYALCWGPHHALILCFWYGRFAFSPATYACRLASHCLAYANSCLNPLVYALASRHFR
* = called active by the depositor; nt = no result given; [ ] = another dose, or the depositor's remark.

| canonical_smiles | MEKK2 mut-MEK5 | MEKK2 WT-MEK5 | M18AAP inhibitor | GPR7 antagonist | NALP1 inh | V1R ag counter | OXTR potentiate | OXTR agonist | GalR3 antag |
| --- | --- | --- | --- | --- | --- | --- | --- | --- | --- |
| Cc1ccccc1-n1c(C)nnc1SCc1cc(=O)oc2ccc3ccccc3c12 | 2 | 103 | 6 | 4 | 8 | 4.2 | -17 | 2.9 | -3 |
| Cc1nn(C)c(C)c1NC(=O)CCl | 1 | 100 | 0 | 2 | 2 | -0.1 | -1 | 0.2 | 2 |
| Cc1nnc(NC(=O)c2cccc(NC(=O)C(C)C)c2)s1 | 2 | 100 | -3 | -7 | 3 | 0.3 | -14 | 0.1 | 2 |
| CCN(CC)C(=O)c1ccc(-c2nnc(Nc3ccc(O)cc3)c3ccccc23)cc1 | 0 | 97 | 10 | 2 | 10 | -0.1 | -13 | -0.9 | -4 |
| CCC1CCCCN1S(=O)(=O)c1ccc(NC(=O)c2cccs2)cc1 (configuration not stated) | -5 | 86 | -4 | -8 | 34 | 2.4 | -5 | 0.1 | 0 |
| Cc1ccc(CNC(=O)CN2CCC(C(N)=O)CC2)cc1 | 5 | 120 | 3 | 3 | -12 | 1.9 | -7 | 0.9 | 1 |
| COc1ccccc1N/C(N)=N/c1nc(CSc2ccc(C)cc2)cc(=O)[nH]1 | 2 | 96 | -11 | 1 | -4 | 3.8 | -17 | 4.1 | -5 |
| O=C(CCS(=O)(=O)c1ccc(Br)cc1)NCCc1ccc(Cl)cc1 | 5 | 106 | -8 | -9 | 1 | 4.5 | -11 | 1.6 | -10 |

Compounds above that have a halogen (two):
| canonical_smiles | MEKK2 mut-MEK5 | MEKK2 WT-MEK5 | M18AAP inhibitor | GPR7 antagonist | NALP1 inh | V1R ag counter | OXTR potentiate | OXTR agonist | GalR3 antag |
| --- | --- | --- | --- | --- | --- | --- | --- | --- | --- |
| Cc1nn(C)c(C)c1NC(=O)CCl | 1 | 100 | 0 | 2 | 2 | -0.1 | -1 | 0.2 | 2 |
| O=C(CCS(=O)(=O)c1ccc(Br)cc1)NCCc1ccc(Cl)cc1 | 5 | 106 | -8 | -9 | 1 | 4.5 | -11 | 1.6 | -10 |

Continuation.
| canonical_smiles | MEKK2 mut-MEK5 | MEKK2 WT-MEK5 | M18AAP inhibitor | GPR7 antagonist | NALP1 inh | V1R ag counter | OXTR potentiate | OXTR agonist | GalR3 antag |
| --- | --- | --- | --- | --- | --- | --- | --- | --- | --- |
| CCOC(=O)c1ccc(NC(=O)CSCC(=O)OCC(=O)c2ccccc2)cc1 | -4 | 88 | 2 | 1 | 23 | 1.3 | -5 | 1.7 | 0 |
| CCOc1ccccc1N(CC(=O)NCCc1ccc(OC)c(OC)c1)S(=O)(=O)c1ccccc1 | 2 | 95 | 3 | -8 | 1 | 2.8 | -6 | 2.5 | -7 |
| C/C(CC(=O)Nc1cc(Cl)ccc1Cl)=N\NC(=O)COc1cccc(C)c1 | 0 | 103 | 12 | -23 | 10 | 0.6 | -10 | 0.7 | -8 |
| O=C(CCl)Nc1cccc(S(=O)(=O)NC2=NCCC2)c1 | 11 | 102 | -14 | -9 | nt | 0.2 | -4 | 0.7 | 6 |
| CCC(C)n1c(=N)c(C#N)cc2c(=O)n3cc(C)ccc3nc21 (configuration not stated) | -8 | 95 | -3 | -13 | 8 | 0.6 | 2 | 0.3 | 1 |
| CC(C)N(Cc1ccccc1)C(=S)NCCN1CCOCC1 | -5 | 97 | -4 | -8 | 0 | 1.2 | -6 | -0.5 | 0 |
| COc1cccc2c1OC1(CCN(C(C)C)CC1)N1N=C(c3cccnc3)CC21 (configuration not stated) | -4 | 98 | 9 | -3 | nt | 1.3 | 0 | -0.5 | -6 |
| O=C(CSc1nnnn1C1CCCC1)NCc1cccs1 | -2 | 97 | -6 | -7 | 3 | -0.8 | -17 | -0.1 | -1 |

Taken from above:
OXTR potentiate result of O=C(CSc1nnnn1C1CCCC1)NCc1cccs1 : -17
M18AAP inhibitor result of CCOc1ccccc1N(CC(=O)NCCc1ccc(OC)c(OC)c1)S(=O)(=O)c1ccccc1 : 3

Further results.
| canonical_smiles | MEKK2 mut-MEK5 | MEKK2 WT-MEK5 | M18AAP inhibitor | GPR7 antagonist | NALP1 inh | V1R ag counter | OXTR potentiate | OXTR agonist | GalR3 antag |
| --- | --- | --- | --- | --- | --- | --- | --- | --- | --- |
| CCOCCCn1c(SCc2nc3sc(C(=O)O)c(C)c3c(=O)[nH]2)nnc1-c1ccc(Cl)cc1 | -10 | 91 | -5 | -5 | -37 | -0.6 | -4 | -0.1 | -3 |
| O=C(Nc1ccc(Cl)c(S(=O)(=O)N2CCOCC2)c1)c1cc2ccccc2oc1=O | nt | nt | nt | nt | nt | 2.9 | -10 | 6.2 | -5 |
| CCOc1cccc(C(=O)Nc2cccc(-c3nnc(-c4ccc(C)cc4)o3)c2)c1 | -8 | 84 | -3 | -12 | -9 | 0.2 | -5 | 0.5 | 3 |
| O=C(O)CC1(CC(=O)NCc2ccc(Cl)cc2)CCCCC1 | -1 | 101 | 6 | -16 | 10 | 0.6 | 0 | 0.1 | -9 |
| CC(=O)N/N=C(\C)CC(=O)Nc1ccc2c(c1)OCCO2 | 1 | 101 | -2 | -1 | 4 | -1.0 | -2 | -0.5 | -3 |
| COc1cccc(OCc2nn[nH]n2)c1 | 4 | 110 | -11 | -9 | -28 | 0.6 | -10 | -0.3 | -7 |
| Cc1occc1-c1nnc(SCC(=O)Nc2ccccc2N2CCCCC2)n1C | 1 | 105 | 7 | -2 | 14 | -1.9 | -6 | -2.5 | -5 |
| Cc1ccc(-c2csc(NC(CO)c3nc4ccccc4n3CCOCCO)n2)cc1 (configuration not stated) | 2 | 104 | nt | nt | nt | -0.6 | -14 | 0.4 | 9 |
| O=C(Cn1cnc2ccccc2c1=O)Nc1ccc2c(c1)CCC2 | 7 | 101 | -1 | 7 | 7 | 1.6 | 1 | 0.7 | -5 |
| COc1ccccc1Nc1nc(N)nc(CSc2nccc(C)n2)n1 | 2 | 108 | -4 | 8 | 2 | 0.6 | -6 | -1.3 | -4 |
| COc1ccc(S(=O)(=O)N2CCCCC2)cc1NS(=O)(=O)c1ccc(CNC(C)=O)cc1 | nt | nt | nt | nt | nt | 1.1 | 3 | 0.8 | -4 |
| Cc1ccc(S(=O)(=O)Nc2c(C)ccc3nsnc23)cc1 | 1 | 98 | -1 | -14 | -156 | -1.3 | -1 | -2.0 | -4 |
| COc1cc(/C=N/NC(=O)c2cc(C3CC3)[nH]n2)ccc1O | 1 | 103 | 0 | 0 | nt | -0.7 | -1 | -0.2 | 7 |
| O=C(NNC(=O)C1CCC1)c1ccc(Br)cc1 | nt | nt | nt | nt | nt | -0.2 | -10 | -0.3 | -4 |
| CC1CCCCN1S(=O)(=O)CCNC(=O)c1ccccc1 (configuration not stated) | nt | nt | nt | nt | nt | -0.3 | -9 | 0.6 | -3 |
| CCc1nc(SCc2ccc(F)cc2)n[nH]1 | -2 | 92 | -14 | -7 | 15 | 0.5 | 4 | 0.9 | -2 |

(next part)
structure	MEKK2 mut-MEK5	MEKK2 WT-MEK5	M18AAP inhibitor	GPR7 antagonist	NALP1 inh	V1R ag counter	OXTR potentiate	OXTR agonist	GalR3 antag
S=c1[nH]nc(-c2ccc3ccccc3n2)n1-c1ccc2ncccc2c1	-1	99	17	-11	14	-0.1	1	-1.6	1
CN(C)/C=C(\C#N)C(=O)N/N=C/c1ccc(Cl)cc1	-1	105	1	1	-10	0.1	-9	1.4	-2
Cc1c(/N=C(\[O-])Nc2ccc(Br)cc2)sn[n+]1C	8	108	-4	-22	4	9.0	-4	-1.6	-5
O=C(Nc1ccccc1Cl)c1cccc(COc2cc(Cl)ccc2Cl)c1	nt	nt	3	0	-1	0.4	-14	-0.4	-4
CCOC(=O)c1ccc(NC(=O)c2cc(S(=O)(=O)N3CCOCC3)ccc2O)cc1	8	104	7	-6	4	3.2	-20	-1.1	4
CCN1CCN(Cc2cc(=O)oc3ccc(Cl)cc23)CC1	0	100	-6	20	13	-0.2	-12	-0.1	0
O=S(=O)(c1cc(Cl)ccc1Cl)N1CCN(c2ccccn2)CC1	-1	100	-1	-3	-14	0.7	-10	-2.0	-4
CCN(C(=O)COC(=O)c1ccc(COc2ccc3c(C)cc(=O)oc3c2)cc1)C1CCS(=O)(=O)C1 (configuration not stated)	-1	97	12	-2	4	2.9	-5	2.6	-1
Cc1ccc(NC(=O)CN(C)C(=O)COc2c(Cl)cc(Cl)c3ccc(C)nc23)cc1	17	104	-5	-7	24	-0.4	-2	-0.8	-3
COC(=O)CN1C(=O)[C@@H]2[C@H](C1=O)[C@@H]1CC(C(=O)OC)=C[C@@H](C(=O)OC)[C@@H]3C1=C(C(=O)[C@]3(C)NC(=O)c1ccccc1)[C@@H]2C	4	108	nt	nt	nt	0.8	2	-0.6	0
C=CC(=O)NN(C)c1ncc(C(F)(F)F)cc1Cl	-2	101	0	-16	5	-0.7	3	0.2	-6
CCOC(=O)c1cc(NC(=O)CN2CCCC2)cc(C(=O)OCC)c1	-1	103	2	-10	15	0.2	1	1.8	-6
CC(C)c1nnc(NC(=O)CCC(=O)NCc2ccc3c(c2)OCO3)s1	5	102	-1	-17	-3	-1.2	-4	-2.5	-3
CC(C)CCNC(=O)C1CCC(CNc2c(N3CCC(C)CC3)c(=O)c2=O)CC1 (configuration not stated)	6	101	5	-15	nt	0.0	-14	-0.6	0
O=C(CSc1cccc[n+]1[O-])Nc1cc(S(=O)(=O)N2CCOCC2)ccc1Cl	-2	99	-13	2	30	0.7	1	-0.1	-6
O=S(=O)(c1ccc(F)cc1)n1ccc(-c2cccc(OCc3c(F)cccc3Cl)c2)n1	-17	2.0*[inhibitor]	-2	-10	28*	2.0	-20	1.1	0
CCOc1nc(CC)nc(NC(=O)NS(=O)(=O)c2ccccc2Cl)n1	3	98	-6	-1	11	-0.4	-13	2.8	0
O=C(c1ccc([N+](=O)[O-])s1)N1CCCc2ccccc21	8	110	-11	8	18	-1.1	-5	-2.2	-7

Some of these compounds in order of their number in GalR3 antag, largest number first:
Molecule,MEKK2 mut-MEK5,MEKK2 WT-MEK5,M18AAP inhibitor,GPR7 antagonist,NALP1 inh,OXTR potentiate,GalR3 antag
CCOC(=O)c1ccc(NC(=O)c2cc(S(=O)(=O)N3CCOCC3)ccc2O)cc1,8,104,7,-6,4,-20,4
S=c1[nH]nc(-c2ccc3ccccc3n2)n1-c1ccc2ncccc2c1,-1,99,17,-11,14,1,1
CN(C)/C=C(\C#N)C(=O)N/N=C/c1ccc(Cl)cc1,-1,105,1,1,-10,-9,-2
